M1 ag parental: counter-screen for M1 agonists: effect in parental CHO-K1 cells; Fluo-8 calcium fluorescence; scaled to maximal ATP response, vehicle zero; activation, % at 3 µM; 360,000 compounds, 0.48% hits; in the data active = activation above about 15%;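 note: untransfected CHO-K1 host cells lacking M1 receptor as counterscreen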
CHO parental Ca: ATP-evoked calcium signal inhibitors, parental CHO, primary screen, counter-screen for OX1R antagonist project, cell-based, fluorescence, Fluo-8 calcium dye. parental CHO-K1, ATP-induced calcium, Fluo-8 fluorescence. inhibition, % at 5.6 µM. 330,000 compounds, 0.63% hits;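 active = inhibition above that plate's mean sample inhibition plus 3 SD, cut at about 26% in these data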;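 note: 0% = ATP-challenged DMSO wells and 100% = DMSO wells without ATP; some compounds past the cut are filed as inactive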
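Measured by: calcium-sensitive Fluo-8 fluorescence / Test system: CHO parental line / Controls: ATP-challenged DMSO wells low, unchallenged DMSO wells high / Measure: % inhibition / Compound: single nominal dose of 5.6 µM per compound / Replicates: single well per compound, no replicates / Reagent: ATP as calcium-mobilizing challenge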
CHO-K1 Ca PAM: nonselective calcium activators in parental CHO-K1 cells, primary screen, counter-screen for M1 PAM project, cell-based, Fluo-8 calcium fluorescence, full deck, 1536-well; AID 602247, 2012; 360,000 compounds, 0.02% hits; ATP EC20; 0% at ATP EC20, 100% at ATP max; activation, % at 3 µM;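 active = activation above the run cutoff, the mean activation of all test compounds plus 3 SD, cut at about 40% in these data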;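 note: peak over basal fluorescence ratio in a 140 s read after ATP addition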
V1aR counter: agonists of human V1a receptor, primary screen, counter-screen for OXTR agonist project, fluorescence, CHO-V1R cells; activation, % at 3 µM; 320,000 compounds, 0.25% hits; Vasopressin V1a receptor (Homo sapiens), P37288; Fluo-8 calcium fluorescence, agonist mode; 0% DMSO, 100% 3 nM vasopressin; AID 2797, 2010;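 active = activation above the mean activation of all tested compounds plus 3 SD, per screening run, cut at about 20% in these data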;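 note: signal is peak over basal fluorescence ratio across a 100 second FLIPR read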
TAAR1 antagonist: human TAAR1 antagonists, primary screen, Fluo-8 calcium fluorescence, CHO RD-HGA16 cells | Trace amine-associated receptor 1 (Homo sapiens), Q96RJ0 | antagonist | inhibition, % at 3 µM | 360,000 compounds, 1.5% hits;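 active = inhibition above a per-plate cutoff, the mean inhibition of test compounds on that plate plus 3 SD, cut at about 49% in these data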;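 note: 0% = DMSO plus EC80 beta-PEA response and 100% = DMSO alone without agonist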
Target sequence (Q96RJ0 whole entry, looked up): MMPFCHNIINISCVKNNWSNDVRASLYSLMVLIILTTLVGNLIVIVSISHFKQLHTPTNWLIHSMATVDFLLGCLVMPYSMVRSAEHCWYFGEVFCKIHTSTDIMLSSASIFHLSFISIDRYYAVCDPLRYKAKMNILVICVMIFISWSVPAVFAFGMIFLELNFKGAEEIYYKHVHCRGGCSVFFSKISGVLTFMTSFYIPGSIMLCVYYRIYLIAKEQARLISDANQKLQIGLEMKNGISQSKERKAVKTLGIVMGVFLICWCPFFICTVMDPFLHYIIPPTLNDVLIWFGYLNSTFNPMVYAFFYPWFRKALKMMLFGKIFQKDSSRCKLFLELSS
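test system = CHO RD-HGA16 cells bearing hTAAR1 | replication = singlicate | controls = DMSO-only wells and EC80 β-PEA-stimulated wells | reagent = EC80 β-phenethylamine stimulus | read-out basis = percent inhibition of PEA-evoked calcium signal, max/basal emission ratio | schedule = seeding 17-24 h prior, 75-min 37 °C, 30-min RT dye loading | signal = kinetic Fluo-8 calcium fluorescence measurement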
TAAR1 ag: human TAAR1 agonists, primary screen, Fluo-8 calcium fluorescence, CHO RD-HGA16 cells; activation, % at 3 µM; 360,000 compounds, 0.99% hits; Trace amine-associated receptor 1 (Homo sapiens), Q96RJ0; vehicle wells 0%, saturating PEA agonist 100%;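 active = activation above the mean activation of all test compounds in the run plus 3 SD, cut at about 38% in these data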
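Signal – calcium-sensitive Fluo-8 signal, excitation 470-495, emission 515-575 nm · System – RD-HGA16 (CHO) cells co-expressing Gα16 and hTAAR1 · Incubation – 17-24 h seeding, 75 min 37 °C dye, 30 min RT · Compound dosing – 3 µM single concentration · Repeats – no replicates (n 1)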
OXTR potentiate: human OXTR potentiators, primary screen, fluorescence, CHO-OTR cells, Fluo-8 calcium; Fluo-8 calcium fluorescence, potentiator mode; 0% = oxytocin EC15, 100% = EC100; activation, % at 3 µM; 320,000 compounds, 0.061% hits;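 active = activation above that plate's cutoff, the mean activation of tested compounds plus 3 SD, cut at about 6.6% in these data, passing the limit was not always enough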;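 note: 100% uses oxytocin at 75 nM as the full agonist control; some results filed as inactive read as strong as hits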
Target sequence (P30559 whole entry, looked up): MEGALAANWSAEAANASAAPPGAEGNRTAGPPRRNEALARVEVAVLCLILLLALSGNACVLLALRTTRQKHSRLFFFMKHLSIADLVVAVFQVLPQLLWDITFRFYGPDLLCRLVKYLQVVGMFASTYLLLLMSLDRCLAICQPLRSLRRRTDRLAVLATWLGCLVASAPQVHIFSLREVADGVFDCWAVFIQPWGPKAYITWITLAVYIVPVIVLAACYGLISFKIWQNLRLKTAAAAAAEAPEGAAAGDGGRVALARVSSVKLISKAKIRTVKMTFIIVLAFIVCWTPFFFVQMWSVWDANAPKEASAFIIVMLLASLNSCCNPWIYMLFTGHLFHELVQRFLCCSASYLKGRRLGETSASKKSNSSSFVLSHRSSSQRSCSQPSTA
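Measured by – Fluo-8 calcium dye fluorescence · Test system – human OTR in CHO cells · Dosing – one concentration, 3.0 µM compound · Controls – EC15 oxytocin alone as 0%, 75 nM oxytocin as 100% · Evaluation – normalized max/min fluorescence ratio, % activation · Timing – 6 min pre-incubation, 100 s read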
CHO-K1 Ca antag: counter-screen for M1 antagonists: effect in parental CHO-K1 cells; 360,000 compounds, 0.6% hits; inhibition, % at 3 µM; ATP-induced calcium, Fluo-8 fluorescence;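 active = inhibition above a per-plate cutoff, the plate's mean sample inhibition plus 3 SD, cut at about 24% in these data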;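 note: 0% = DMSO plus EC80 ATP and 100% = DMSO alone without ATP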
M1 ag: human M1 muscarinic receptor agonists, primary screen, Fluo-8 calcium fluorescence, CHO-K1 cells, HTS | Muscarinic acetylcholine receptor M1 (Homo sapiens), P11229 | CHO-K1 hM1, agonist mode; 0% DMSO, 100% acetylcholine EC100 | activation, % at 3 µM | 360,000 compounds, 0.33% hits | AID 588814, 2011;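 active = activation above the run's mean compound activation plus 3 SD, cut at about 16% in these data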;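 note: peak over basal fluorescence ratio within a 140 s kinetic read after compound addition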
* = called active by the depositor; · = not tested or not shown. Some of the compounds tested; rates above refer to the full screens.

SMILES | M1 ag parental | CHO parental Ca | CHO-K1 Ca PAM | V1aR counter | TAAR1 antagonist | TAAR1 ag | OXTR potentiate | CHO-K1 Ca antag | M1 ag
CC1CC(OC(=O)c2ccccc2)(c2ccccc2)C(C)CN1C (stereo not drawn) | 1.9 | -13.7 | 27.6 | 0.6 | -19.8 | 5.7 | -6.1 | -18.2 | -6.8
CCC(=NCc1cccnc1)c1c(O)n(-c2ccccc2C)c(=O)[nH]c1=O | 0.5 | -12.1 | 4.1 | -1.0 | -22.7 | 0.1 | 5.2 | -7.1 | -3.0
COC(=O)C1=C(c2c(C)noc2C)C[C@@H]2CC[C@H]1N2C(=O)NCCOc1ccc(OC)cc1 | -0.6 | -21.5 | -2.5 | 0.9 | 4.2 | 9.4 | -0.9 | -7.1 | -4.4
CCOP(=O)(Cc1ccc(C(=O)CC)o1)OCC | 0.1 | -2.9 | 8.8 | -0.1 | -25.6 | 2.3 | 4.8 | -2.5 | -2.0
CCCCOc1ccc(CN2CCN(CC)CC2)cc1 | 0.3 | -1.0 | 11.4 | 0.9 | 4.9 | -2.0 | -1.7 | -0.1 | -6.0
O=S1(=O)CC2(N3CCOCC3)CCCCC21 (stereo not drawn) | 0.5 | 8.7 | 25.1 | 0.2 | -6.2 | 3.3 | -5.8 | -10.9 | -4.4
C[C@@H]1COc2cccc(N3CCN(C)CC3)c2S(=O)(=O)N1 | 0.2 | · | 1.0 | · | -11.6 | 1.9 | · | -4.5 | ·
O=S(=O)(c1cc(Cl)cc(Cl)c1)N1Cc2cc(N3CCOCC3)ccc2-n2nncc2C1 | -0.3 | · | 5.3 | · | -24.2 | 0.3 | · | 13.1 | 2.1
COc1ccc(OC)c(-n2c(O)c(/C=C3\C=Nc4ccccc43)c(=O)[nH]c2=O)c1 | 7.7 | 8.2 | -3.1 | 1.6 | -11.0 | 3.7 | 1.0 | -5.0 | -1.5
CC(C)NC1C2CCC(CC2)C1(O)c1ccc(Cl)c(Cl)c1 (stereo not drawn) | 2.1 | · | 28.3 | · | 9.1 | 5.2 | · | -22.8 | -3.6
O=C(c1ccc(Cl)cc1)C1CCCN(C2CCSCC2)C1 (stereo not drawn) | 1.8 | -17.4 | 27.4 | 2.0 | -22.1 | 6.7 | -17.4 | -17.3 | -12.1
N#CC1C(C#N)C2CCC1C1C2N1c1ccccc1 (stereo not drawn) | 0.8 | · | -12.0 | · | 7.8 | 0.2 | · | 2.7 | 0.5
Cc1nc2ccccc2c(=O)n1-c1ccc(Br)cc1[N+](=O)[O-] | 1.1 | -18.3 | 25.2 | 0.3 | -2.8 | 5.6 | -13.5 | -11.5 | -7.4
O=C(Nc1ccccc1OC(=O)N1CCOCC1)N1CCOCC1 | 0.6 | 4.0 | -5.4 | 0.7 | -25.6 | 3.1 | -9.4 | -2.3 | -1.6
CN1C(=O)/C(=C/c2ccc(N3CCCCCC3)o2)C(=O)NC1=S | 3.5 | -0.5 | -2.1 | 19.3 | 18.8 | 19.9 | -16.3 | 11.1 | 2.8
Cc1cc(C(=O)OCC(=O)Nc2cccc(F)c2)c(C)n1C1CC1 | 4.8 | -9.6 | 13.5 | 4.4 | -17.9 | 1.6 | -5.3 | -19.3 | -2.8
CN1CC[C@]23c4c5ccc(OC6OC(C(=O)O)[C@@H](O)C(O)[C@H]6O)c4OC2C(O)C=CC3[C@H]1C5 (stereo partly drawn) | -0.6 | -0.7 | 0.0 | 0.7 | 6.4 | 0.3 | -5.0 | 1.4 | 2.5
C=CCN1C(=O)NC(=O)/C(=C/c2cnc(SC)nc2)C1=O | -0.1 | -4.4 | -0.7 | 0.3 | -8.9 | 12.2 | -12.4 | 1.6 | -2.2
COc1ccc(CCn2c(O)c(C=NCCN3CCCCC3)c(=O)[nH]c2=O)cc1OC | 0.2 | -1.6 | 10.3 | -0.1 | 0.2 | 2.8 | 0.8 | -5.2 | -7.3
NNCc1cccc(O)c1 | 4.6 | -8.1 | 3.7 | 0.7 | -6.5 | 4.1 | -0.1 | 19.6 | -1.1
FC(F)(F)c1cccc(NC2=NCCCS2)c1 | 0.1 | -1.5 | -25.9 | 1.0 | 6.0 | -0.1 | -3.9 | 16.8 | -8.4
COC(=O)C1=C(c2ccc(F)cc2OCc2ccccc2)C[C@@H]2CC[C@H]1N2C(=O)NCc1ccc(Cl)cc1 | 0.9 | -24.3 | 17.9 | 2.7 | 52.3* | 8.3 | -6.2 | -15.7 | -3.9
O=C1NC(=O)C(=Cc2ccc(SC3CCCCC3)o2)C(=O)N1 | 1.1 | 1.1 | 25.7 | 1.5 | 59.4* | 30.1 | -6.6 | -10.6 | -1.0
CCC(=Nc1ccc2c(c1)CCC2)c1c(O)n(-c2ccc(OC)cc2)c(=O)[nH]c1=O | 2.9 | -13.4 | 9.2 | 3.6 | -50.8 | 3.9 | -15.3 | -5.4 | -1.8
CN(C)C(=O)Oc1ccc(-c2nnco2)cc1 | 0.8 | -6.9 | 9.1 | 0.2 | 2.9 | 4.1 | -3.3 | 6.3 | -2.0
Remaining list, next part
SMILES | M1 ag parental | CHO parental Ca | CHO-K1 Ca PAM | V1aR counter | TAAR1 antagonist | TAAR1 ag | OXTR potentiate | CHO-K1 Ca antag | M1 ag
Cc1c(N=Nc2c(O)n(Cc3ccccc3)c(=O)[nH]c2=O)c(=O)n(-c2ccccc2)n1C | 0.2 | -17.9 | 17.2 | 0.8 | 12.9 | 2.7 | 3.0 | -11.0 | -8.9
CCOP(=O)(OCC)C(NC(=O)c1ccccc1Cl)=C(Cl)Cl | 0.3 | 4.2 | 13.1 | 6.4 | -12.2 | 0.1 | -7.8 | -5.8 | -3.9
O=C(c1cc(C(=O)NCc2ccccc2)c(=O)n(Cc2ccccc2)c1)c1cc(Cl)ccc1O | -0.2 | -4.3 | 17.5 | -0.2 | 0.3 | 5.0 | -11.9 | -7.7 | -3.1
CCCOC(=O)c1ccc(-[n+]2c(-c3ccccc3)cc(-c3ccccc3)cc2-c2ccccc2)cc1 | 5.3 | 23.8 | 6.4 | 1.9 | 13.6 | 24.4 | -13.5 | 2.3 | -7.6
CC(C)(C)n1nnnc1C(CCc1ccccc1)N1CCC2(CC1)C(=O)NCN2c1ccccc1 (stereo not drawn) | 1.4 | · | 23.1 | · | 13.4 | 1.4 | · | -24.4 | 4.3
C1CNC2NCCNC2N1 (stereo not drawn) | -0.2 | · | -3.2 | · | -3.5 | -0.1 | · | -4.0 | -1.8
CCCCn1nnnc1C(CCc1ccccc1)N1CCC2(CC1)C(=O)NCN2c1ccccc1 (stereo not drawn) | 0.8 | · | 2.9 | · | 26.3 | 4.9 | · | -5.1 | -0.2
CC(C)CN1CCN(Cc2cccc3c2OCO3)CC1CCO (stereo not drawn) | 0.6 | -8.0 | -1.6 | 0.9 | -28.2 | 2.3 | 2.1 | -8.7 | -7.8
CN1/C(=C\C=C2C(=O)NC(=S)NC2=O)C(C)(C)c2ccccc21 | 53.5* | · | -8.6 | · | 95.3* | 307.8* | · | 22.4 | 63.3*
COC(=O)CCCCC1SCC(NC(=O)c2ccccc2)C1Cl (stereo not drawn) | 7.8 | -14.2 | -12.7 | 4.8 | 23.8 | 6.0 | -14.4 | 6.4 | 1.5
Cc1cc(OC(=O)c2cccs2)c2c3c(c(=O)oc2c1)CCCC3 | -0.3 | -4.3 | 14.8 | -0.6 | -10.2 | -2.6 | -13.8 | -2.1 | -1.6
COc1ccc2c(c1)CC1(CN2C)C(=O)NC(=O)N(c2ccc(F)cc2)C1=O (stereo not drawn) | 0.3 | -0.3 | 14.3 | -0.1 | 1.2 | 5.4 | -1.7 | -12.2 | -3.0
CNCCc1c[nH]c2ccc(O)cc12 | -0.1 | -9.1 | -11.8 | 0.9 | -15.7 | 7.3 | -6.9 | 17.2 | -1.9
CC(=O)Nc1ccccc1C(=O)OCC(=O)c1ccc2ccccc2c1 | 5.1 | 17.2 | 14.3 | 9.7 | 35.7 | 9.1 | -21.3 | 9.2 | 5.1
CCCCn1c(O)c(C(CC)=NCc2ccc3c(c2)OCO3)c(=O)[nH]c1=O | 8.2 | 5.4 | 3.6 | 5.7 | 41.5 | 27.0 | -9.5 | 8.2 | 2.4
C[C@@H]([C@@H](O)c1ccccc1)N(C)C(=O)Cc1ccccc1 | 0.6 | -3.5 | 9.6 | 0.7 | -3.8 | 9.9 | 4.0 | -10.5 | -0.3
O=c1[nH]c(=O)n(CCc2ccc(F)cc2)c(O)c1/C=N/N1CCCCC1 | 0.3 | -9.4 | -6.1 | -0.4 | -33.7 | 7.7 | -6.0 | -3.1 | 2.1
O=C1NCN(c2ccccc2)C12CCN(C(c1cc3ccccc3o1)c1nnnn1-c1ccc3c(c1)OCCO3)CC2 (stereo not drawn) | 0.4 | · | 12.3 | · | -2.6 | 0.1 | · | -19.6 | 1.9
O=C1NC(=O)N(c2ccc3c(c2)OCO3)C(=O)/C1=C\c1ccc(-c2ccccc2C(=O)O)o1 | 0.7 | -4.2 | 10.7 | 1.3 | -13.5 | 0.4 | -8.8 | -13.5 | 3.8
CCC(=NCc1ccc(F)cc1)c1c(O)n(C)c(=O)n(C)c1=O | 4.3 | 6.2 | 18.2 | 7.9 | 16.7 | 9.2 | -8.4 | -7.9 | 2.8
COc1cccc2c1C(=O)c1c(O)c3c(c(O)c1C2=O)CC(O)(C(C)=NO)CC3OC1CC(N)C(O)C(C)O1 (stereo not drawn) | 6.1 | · | 27.8 | · | -4.4 | 8.1 | · | -10.8 | 0.9

One compound at a time (already shown). Values in the order: M1 ag parental, CHO parental Ca, CHO-K1 Ca PAM, V1aR counter, TAAR1 antagonist, TAAR1 ag, OXTR potentiate, CHO-K1 Ca antag, M1 ag
CC(C)(C)n1nnnc1C(CCc1ccccc1)N1CCC2(CC1)C(=O)NCN2c1ccccc1 (stereo not drawn) across the screens: 1.4, ·, 23.1, ·, 13.4, 1.4, ·, -24.4, 4.3
CNCCc1c[nH]c2ccc(O)cc12 across the screens: -0.1, -9.1, -11.8, 0.9, -15.7, 7.3, -6.9, 17.2, -1.9
CC(C)CN1CCN(Cc2cccc3c2OCO3)CC1CCO (stereo not drawn) across the screens: 0.6, -8.0, -1.6, 0.9, -28.2, 2.3, 2.1, -8.7, -7.8
